SSB-PriA inh: inhibitors of Klebsiella pneumoniae PriA binding to SSB C-terminal tail, primary screen, biochemical, AlphaScreen | AID 1272365, 2023 | actives 0.6% (n = 430,000) | AlphaScreen SSBct-PriA binding, biotinylated peptide | inhibition, % at 33 µM | PriA–SSB C-terminal tail interaction (Klebsiella pneumoniae); in the data active = inhibition mostly above about 37%, no sharp cut-off; inactive = mostly below about 20%;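 also: plate controls were negative control peptide for no effect and reference peptide for full effect; strong numbers were not always called active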
Numbers without * were called inactive; & = joins results of further samples.

A first look, four compounds:
compound	SSB-PriA inh
Cc1ccc(-c2cc(=O)c3cc(NC(=O)c4ccccc4Cl)ccc3o2)cc1	-12.0
Cc1cccc(-n2cnc(C(=O)NNC(=O)Nc3ccc(Cl)cc3)c2)n1	49.2
OC(COc1ccc2cc(Br)ccc2c1)CN1CCN(c2ccccc2Cl)CC1 (stereo not given)	1.0
COc1ccc(-c2ccc(=O)n(CCCNC(=O)COc3ccc4c(c3)OCO4)n2)cc1	2.0

The whole of this part, from the start:
compound	SSB-PriA inh
Cc1ccc(-c2cc(=O)c3cc(NC(=O)c4ccccc4Cl)ccc3o2)cc1	-12.0
Cc1cccc(-n2cnc(C(=O)NNC(=O)Nc3ccc(Cl)cc3)c2)n1	49.2
OC(COc1ccc2cc(Br)ccc2c1)CN1CCN(c2ccccc2Cl)CC1 (stereo not given)	1.0
COc1ccc(-c2ccc(=O)n(CCCNC(=O)COc3ccc4c(c3)OCO4)n2)cc1	2.0
CCCOc1cc(Nc2ccc(NC(=O)c3cccs3)cc2)nc(C)n1	28.0
COc1ccc(C(=O)Cn2cnc3c(nnn3-c3ccc(C)c(C)c3)c2=O)cc1	-13.0
CC(C)c1ccc(OCC(=O)NC2CCCC(O)C2)cc1 (stereo not given)	-12.0
CC(C)COC(=O)Nc1nc(CC(=O)N2CCN(C(=O)c3ccco3)CC2)cs1	13.0
Cc1nc2ccc(NC(=O)CC3CCCC3)cc2c(=O)n1-c1ccc(F)cc1	-14.0
O=C(Cn1c(=O)oc2ccccc21)N1CC(S(=O)(=O)C2CCCCC2)C1	6.0
Cc1ccc(C(=O)ON=Cc2ccc(N3CCOCC3)c([N+](=O)[O-])c2)cc1	15.3
CCc1ccc(NC(=O)C(=O)NCCN2CCOCC2)cc1	-14.0
COc1ccc(OC)c(-c2cc(C(=O)N3CCSC(c4ccccc4F)CC3)[nH]n2)c1 (stereo not given)	20.0
COc1ccc(CNC(=O)Cc2nnc(-c3cccc(Br)c3)o2)cc1OC	3.0
CCC(C)c1ccc(NC(=O)CC(C)=NNC(=O)c2cnccn2)cc1 (stereo not given)	-20.3
O=S(=O)(Nc1ccc2c(c1)N(S(=O)(=O)c1ccc(F)cc1)CCC2)c1ccc(Cl)s1	-3.0&18.0
CC(=NNC(=O)c1ccccc1O)c1cccs1	2.4
COc1ccccc1OCC#CCNC(=O)COc1ccc(C(C)C)cc1	-25.0
Cc1ccc(Cl)cc1S(=O)(=O)NC1CC2CCC(C1)N2S(C)(=O)=O (stereo not given)	-14.0
CC1CCc2c(sc(NC(=O)CS(=O)(=O)c3ccc(F)cc3)c2C#N)C1 (stereo not given)	3.0
COc1ccc(S(=O)(=O)Cc2ccc(-c3nc(-c4ccc5c(c4)OCO5)no3)o2)cc1OC	13.0
COc1cn(-c2ccc(F)cc2)nc1C(=O)Nc1nc(C)cs1	-2.0
O=S(=O)(NCc1cccc(I)c1)N1CCOCC1	-7.0
O=C(O)c1ccc2c(c1)C(=O)N(c1cccnc1)C2=O	5.0
O=C(NCc1cc(-c2ccncc2)n(C2CCCC2)n1)c1ccc2nsnc2c1	-9.0
COc1ccc(CNC(=O)N2CCC(n3ccnn3)CC2)cc1OC	-15.0
Cc1nn(S(C)(=O)=O)c(C)c1S(=O)(=O)N1CCCC(C)C1 (stereo not given)	1.0
O=C(NCc1cccc2ccccc12)N1CCCC(COCc2ccccc2)C1 (stereo not given)	-3.0
Cc1ccccc1OCC(=O)Nc1ccc2c(c1)OCC(C)(C)C(=O)N2	-8.0&10.0
O=C(NCCOc1ccccc1)c1ccc(C(F)(F)F)cc1	-2.0
O=C(Nc1ccc(-c2nc3ccccc3[nH]2)cc1)c1cc(-c2cccs2)nc2ccccc12	1.0
CO[C@@H](CNC(=O)Nc1cccs1)c1ccccc1C	2.0
O=C(NCc1ccccc1OC(F)(F)F)C1CN(S(=O)(=O)C2CC2)C1	-3.0
CC(=NNC(=O)CN(c1ccc(Oc2ccccc2)cc1)S(C)(=O)=O)C(C)(C)C	2.5
CCOc1ccc2nc(N3CCNCC3)sc2c1	5.0
Cc1cc(=O)[nH]c(-n2nc(C)cc2NC(=O)C2(c3ccc(Cl)cc3)CCCC2)n1	-5.0
CCc1c(C(=O)NN=Cc2ccco2)nnn1-c1nonc1N	1.9
Cc1nc(C(=O)O)cs1	15.0
COc1ccc(C=NNC(=O)c2ccncc2)cc1CSc1nc2ccccc2s1	11.5
Cc1ccc(C(=O)CSc2[nH]c(=O)ncc2C)cc1	0.0
CCn1c(SCc2nc(-c3ccc(Br)cc3)no2)nc2ccccc2c1=O	4.0
O=C(CCNCC12CC3CC(CC(C3)C1)C2)c1cccc([N+](=O)[O-])c1	4.0
Cc1ccc(S(=O)(=O)NN=Cc2ccc(Cl)c([N+](=O)[O-])c2)cc1	-5.2
Cc1cc(O)cc2ncc([N+](=O)[O-])cc12	4.0
O=C(CC1Nc2ccccc2NC1=O)Nc1ccc(SC(F)(F)C(F)(F)C(F)(F)F)cc1 (stereo not given)	0.0
O=C(CN1CCC(COCc2ccc(Cl)cc2)CC1)Nc1ccc2c(c1)OCO2	-11.0
O=C(CCS(=O)(=O)c1ccc(Cl)cc1)Nc1nnc(Cc2cccs2)o1	6.0
CC1(C)CC(=O)CC(=NNC(=O)C2CC23CCC3)C1 (stereo not given)	-0.9
CC(=NOC(=O)C1CC1)c1cc(-c2ccc(Cl)cc2)no1	6.1
Cc1noc(-c2sccc2NC(=O)c2ccc(S(=O)(=O)N(C)C)cc2)n1	-10.0
O=C(c1nc2ccccc2s1)N1CCN(CC(F)(F)F)CC1	-5.0
O=C(c1ccc(S(=O)(=O)N2CCCCC2)cc1)N1CCN=C1SCc1ccc(C(F)(F)F)cc1	-13.0
O=C(CSc1nnc2ccc(-c3cccs3)nn12)N1CCCC1	-15.0
O=C(NCC1CCN(c2nc3ccccc3s2)CC1)Nc1cccs1	-8.0
COC(=O)C1CC(Oc2ccccc2F)CN1C(=O)c1ccccc1Br (stereo not given)	-6.0
COc1cc2ccccc2cc1C(=O)Nc1ncnc2sccc12	1.0

(next part)
compound	SSB-PriA inh
Cc1noc(C)c1CC(=O)Nc1nc(C(=O)NCc2cccnc2N2CCCC2)co1	1.0
Cn1nc2c(c1NC(=O)C1CCN(S(=O)(=O)c3ccc(Cl)s3)CC1)CCC2	-17.0&-10.0
COc1ccc(CN(CCO)C(=O)c2cc([N+](=O)[O-])ccc2Cl)c(OC)c1	31.0
O=S(=O)(c1ccc2c(c1)OCCO2)N(CCc1ccccc1)Cc1ccccn1	2.0
Nn1cnnc1NN=Cc1ccc(-c2ccccc2[N+](=O)[O-])o1	-12.9
CCOC(=O)N1CCC(NC(=O)C2CCCN(c3ccc(=O)n(C)n3)C2)CC1 (stereo not given)	6.0
COc1ccc(C(=O)Oc2cc(C=NNC(N)=S)ccc2OC)cc1	24.0
CCN(CC)S(=O)(=O)c1ccc(NC(=O)c2ccc3c(c2)OCO3)cc1	-12.0
O=C(Cn1nc(C2CC2)c2cnn(-c3ccccc3)c2c1=O)Nc1ccccc1F	-4.0
COC(=O)c1cc(-c2ccccc2)sc1NC(=O)CSc1nnc2sc3ccccc3n12	-6.0
CC(=NNC(=O)CCCOc1ccc(Cl)cc1C)c1ccc(C)o1	-0.8
O=C(NCC1(c2cccs2)CCCC1)c1ccccc1SC(F)F	-14.0
CN(CC(=O)N(CCN1CCOCC1)c1nc2c(S(C)(=O)=O)cccc2s1)S(C)(=O)=O	-14.0
COc1coc(C(=O)Nc2ccc(F)c(F)c2)cc1=O	-5.0
O=C(CN1CCC(c2nnc(C(F)(F)F)o2)CC1)N1CCCc2ccccc21	-1.0
COc1cn(C)c(C(=O)Nc2ccc(Cl)cc2)cc1=O	-7.0
Oc1ccccc1/C=N\Nc1nc(-c2ccc(Cl)c(Cl)c2)cs1	9.0
Cc1nnsc1C(=O)Nc1cnc2cc(C(F)(F)F)nn2c1	-7.0
O=S(=O)(NCC[C@H](O)c1cccs1)c1ccc2c(c1)CCCC2	-2.0
O=C(NN=Cc1cc2ccccc2nc1Cl)/C(=C/c1cccs1)NC(=O)c1ccccc1	-2.2
O=C(COc1ccccc1F)NCC1(O)CCCC1	-20.0
CC(=O)Nc1ccc(S(=O)(=O)NCC#CCOc2cccc(C(F)(F)F)c2)cc1	-13.0
Cc1ccsc1C1C2=C(CC(C)(C)CC2=O)OC2=C1C(=O)CC(C)(C)C2	-5.0
COc1ccccc1N1CCN(c2cc(SCC(=O)Nc3cc(Cl)ccc3C)ncn2)CC1	-15.0
CON=C(CS(=O)c1ccc(Br)cc1)c1ccc(OC)cc1 (stereo not given)	-6.8
CC(C)CS(=O)(=O)Nc1ccc2c(c1)CCCN2C(=O)c1ccccc1	-15.0
O=C(NCCn1nc(-c2ccco2)n(C2CC2)c1=O)c1cc2ccccc2o1	-10.0
COc1cc(=O)n(-c2ccccc2)nc1C(=O)Nc1ccc(-c2nc3ccc(C)cc3s2)cc1	-12.0&9.0
O=C(Cc1ccc(-c2ccccc2)cc1)NCC(=O)N1CCOC(c2ccccc2)C1 (stereo not given)	-10.0
O=C(CCS(=O)(=O)c1ccccc1)Nc1cnoc1	-17.0
NS(=O)(=O)c1ccc(CCNC(=O)c2ccc(F)cc2)cc1	-14.0
Cc1nc(-n2cccc2)sc1C(=O)NC1CC2CCC(C1)N2S(C)(=O)=O (stereo not given)	-5.0
Cc1cccc(NC(=S)NC(C)(C)C)c1	-3.0
O=C1NC(=NN=Cc2cccs2)SC1Cc1ccc(Cl)cc1Cl (stereo not given)	-3.3
Cc1ccc(C2C3=C(CCCC3=O)Nc3nc(SC(C)C)[nH]c(=O)c32)s1 (stereo not given)	-9.0
Cc1c(Cl)ccc2sc(NCCN(C)C)nc12	20.0
Cc1[nH]c2ccccc2c1C(=O)CSc1nc2sc3c(c2c(=O)n1-c1ccccc1)CCC3	1.0
COc1ccc(Br)c(C(=O)NCC(C)(OC)c2cccc(Cl)c2)c1 (stereo not given)	-8.0
Cc1ccc(NC(=O)CCSc2nc3sc4c(c3c(=O)n2-c2ccccc2)CCC4)cc1	-11.0
CN(CC(=O)NCC#CCN1CCOCC1)S(C)(=O)=O	-14.0
COC(CNC(=O)C(=O)Nc1ccc(C)c(C)c1)OC	-10.0
O=C(c1cc2occc2[nH]1)N1CCN(c2ncccn2)CC1	-3.0
CCOc1cccc2sc(N(Cc3ccccn3)C(=O)CN(C)S(C)(=O)=O)nc12	-28.0
CCSc1ccccc1C(=O)Nc1cnoc1	-19.0
Cc1csc(C(=O)N2CCC(Oc3ccc(C(F)(F)F)cn3)CC2)c1	-8.0
S=c1[nH]nc(-c2cc(-c3ccccc3)n[nH]2)n1N=Cc1c2ccccc2cc2ccccc12	4.7
CCOc1ccc(-n2nnc3c(N4CCN(C(=O)c5ccccc5C(F)(F)F)CC4)ncnc32)cc1	4.0
CCCc1cc(=O)n(CC(=O)Nc2ccc(OC(F)(F)F)cc2)c(-n2nc(C)cc2C)n1	0.0
Oc1c(Cl)cc(Cl)cc1C=NNc1ncc(Br)cn1	-35.1
CCc1ccc(N2C(=O)C3N=NN(c4ccc(C)c(F)c4)C3C2=O)cc1 (stereo not given)	0.0
COc1ccc(CCn2cnc3c([nH]c4ccc(C)cc43)c2=O)cc1OC	2.0
COc1cc2nc(NC(=O)c3cc(=O)c4ccccc4o3)sc2cc1OC	-3.0
C=CCNC(=S)NNC(=O)c1ccccn1	148.5*
CN1CCOc2ccc(NS(=O)(=O)Cc3ccc(Cl)cc3)cc2C1=O	-5.0
O=C1C2ON(c3ccccc3)C(/C=C/c3ccccc3)C2C(=O)N1Cc1ccccc1 (stereo not given)	-7.0
O=C(c1ccccc1)N1CCCc2cc(NS(=O)(=O)Cc3ccc(Cl)cc3)ccc21	6.0

(listing goes on)
compound	SSB-PriA inh
CCOc1cccc2cc(C(=O)Nc3nnc(-c4cccc(C)c4)o3)oc12	-1.0
CC(C)Oc1ccc(C(=O)NC[C@@H](c2cccc3ccccc23)N2CCOCC2)cc1	8.0
O=C(CSc1cccc2cccnc12)Nc1cccc(C(F)(F)F)c1	125.5*
COc1ccccc1-n1nnc(C(=O)OCc2cccc(Cl)c2)c1C	-20.0
COc1ccc([C@@H]2CCCN2CCNS(=O)(=O)c2cccs2)cc1	-2.0
COC(C)(CNC(=O)c1ccc(OC(F)(F)F)cc1)c1ccccc1F (stereo not given)	-10.0
Cc1cnc(C(=O)N2CC[C@H](n3cc(-c4ccccc4)nn3)C2)cn1	-7.0
CO[C@@](C)(CNC(=O)C(=O)Nc1cccc(C(F)(F)F)c1)c1ccccc1F	3.0
COc1cc(C)c(C)cc1S(=O)(=O)NCC(=O)N1CCOC(c2ccccc2)C1 (stereo not given)	1.0
Cc1cc2cc(CNC(=O)CCCc3ccccc3)ccc2n1C	10.0
CS(=O)(=O)c1cccc(-c2nnc(NC(=O)C3CCCC3)o2)c1	7.0
CCN1/C(=C\C=C\c2sc3ccccc3[n+]2CC)Sc2ccccc21	55.8*
O=C(O)CN1C(=O)NC2(CCN(Cc3ccccc3)CC2)C1=O	-7.0
O=C(Nc1ccccc1F)c1cc(C2CCN(C(=O)c3ccno3)CC2)[nH]n1	0.0
Cc1ccc(-c2c(C)sc3ncnc(N4CCN(Cc5ccccc5)CC4)c23)cc1	26.0
O=C(NCCn1cnc2ccsc2c1=O)c1cc(-c2cccnc2)on1	-6.0
O=S(=O)(NC1CCN(c2nccs2)CC1)c1ccc2c(c1)OCCO2	-6.0
COc1cc(-c2nc3ccccn3c2N=Cc2cccc(F)c2)ccc1O	-11.9
CCCOc1ccc(N2CCN(C(=O)C3CCCCC3)CC2)nn1	-7.0

High-throughput results (PubChem BioAssay)

The list is partial (hit frequency here may not be typical).
